Bioassay records (PubChem BioAssay)
MLLE-PAM2 inh – inhibitors of PABP1 MLLE–PAM2 peptide binding, primary screen, biochemical, fluorescence polarization, FITC-PAM2, GST-MLLE. inhibition, % at 20 µM. 360,000 tested, 0.36% active. AID 588489, 2011; in the data active = inhibition above about 35%, passing the limit was not always enough;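 note: plate controls were DMSO wells with GST-MLLE for no effect and wells lacking GST-MLLE protein for full effect; some results filed as inactive read as strong as hits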
Target sequence (P11940 whole entry, looked up): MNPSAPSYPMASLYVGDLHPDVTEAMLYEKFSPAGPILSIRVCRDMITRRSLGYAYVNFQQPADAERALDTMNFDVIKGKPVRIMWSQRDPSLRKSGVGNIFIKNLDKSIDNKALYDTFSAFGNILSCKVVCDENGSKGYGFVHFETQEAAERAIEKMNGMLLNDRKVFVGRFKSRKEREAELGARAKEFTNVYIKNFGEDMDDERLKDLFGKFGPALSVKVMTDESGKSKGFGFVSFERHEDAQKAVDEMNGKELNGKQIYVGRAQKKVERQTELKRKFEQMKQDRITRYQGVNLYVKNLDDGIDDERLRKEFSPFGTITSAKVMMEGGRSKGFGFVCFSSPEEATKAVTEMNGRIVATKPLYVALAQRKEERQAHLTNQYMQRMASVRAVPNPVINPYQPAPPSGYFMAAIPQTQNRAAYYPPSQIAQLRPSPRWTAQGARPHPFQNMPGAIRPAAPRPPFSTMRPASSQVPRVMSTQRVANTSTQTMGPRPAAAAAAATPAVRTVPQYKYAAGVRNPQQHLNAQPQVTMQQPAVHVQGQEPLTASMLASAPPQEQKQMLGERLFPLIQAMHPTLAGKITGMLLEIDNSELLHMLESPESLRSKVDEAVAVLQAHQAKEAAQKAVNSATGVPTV
NRP1-CendR mod – modulators of CendR peptide binding to NRP-1, primary screen, biochemical, fluorescence polarization, uHTS; Neuropilin-1 (Homo sapiens), O14786; FAM-RPARPAR peptide binding to NRP-1; inhibition, % at 25 µM; 360,000 tested, 0.85% active; AID 602438, 2012;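 active = inhibition or corrected inhibition above about 18%, plus a signal ratio from 0.5 to 1.5, limit read from the data, passing the limit was not always enough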; note: strong numbers were not always called active
SKN-1 block – suppressors of acrylamide-induced Pgst-4::GFP reporter in worms, primary screen, SKN-1 inhibitor project, whole organism, uHTS, GFP/RFP fluorescence ratio, strain VP596. 360,000 tested, 0.49% active. AID 624304, 2012. inhibition, % at 21.8 µM. C. elegans VP596 Pgst-4::GFP/RFP ratio, 24 h;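 active = interference check ratio from 0.5 to 1.5 plus GFP to RFP signal ratio inhibition reaching or exceeding a fixed threshold, cut at about 30% in these data, passing the limit was not always enough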; note: some compounds called inactive have numbers as strong as hits
MT1-MMP act inh – blockers of MT1-MMP proenzyme processing, primary screen, HT1080 RFP-PRO-GFP cells, GFP/RFP fluorescence. Matrix metalloproteinase-14 (Homo sapiens), P50281. AID 651647, 2012. GFP/RFP ratio change, % at 20 µM. 360,000 tested, 0.061% active. GFP/RFP ratio fluorescence, overnight; percent of plate control window, DMSO zero;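 active = GFP/RFP ratio change of at least 30% with cell ATP level not reduced by more than half and red fluorescence within 50% of control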; note: strong numbers were not always called active
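Test system: HT1080 cells expressing an RFP-PRO-GFP fluorescent reporter construct / Compound dosing: single-point 20 µM compound, 1% DMSO / Schedule: cells overnight before dosing, compound overnight, 37 °C, 5% CO2 / Evaluation: GFP/RFP fluorescence ratio / Control set: DMSO and RFP-L50D-GFP cell wells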
Neddylation inh – inhibitors of cullin neddylation, primary screen, biochemical, TR-FRET, uHTS, NAE and Ubc12 | NEDD8-conjugating enzyme Ubc12 (Homo sapiens) + NEDD8-activating enzyme E1 regulatory … | calls only at 25 µM | 360,000 tested, 0.58% active | AID 651699, 2012; in the data active = inhibition above about 36%
Rin1-Abl PPI inh – inhibitors of Rin1-Abl protein binding, primary screen, biochemical, TR-FRET; Tyrosine-protein kinase ABL1 (Homo sapiens) + Ras and Rab interactor 1 (Homo sapiens), …; inhibition, % at 7.35 µM; 360,000 tested, 0.4% active; in the data active = inhibition above about 5%, passing the limit was not always enough
MsrA act – bovine MsrA enzyme activators, primary screen, biochemical, absorbance, HTS. Methionine sulfoxide reductase A (Bos taurus). purified bovine MsrA, absorbance read-out. activation, % at 10.6 µM. 360,000 tested, 0.3% active. AID 602163, 2012; in the data active = activation above about 7.5%;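 note: 0% = vehicle and 100% = reference activator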
E coli Lon inh – inhibitors of E. coli Lon protease, primary screen, biochemical, fluorescence polarization | purified E. coli Lon protease | P0A9M0 | AID 602123, 2011 | 360,000 tested, 0.42% active | inhibition, % at 7.94 µM; in the data active = inhibition above about 13%, passing the limit was not always enough;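 note: 0% = enzyme with probe and DMSO and 100% = no enzyme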
FAS-TE inh – FAS thioesterase domain inhibitors, primary screen, biochemical, fluorescence intensity, uHTS; recombinant FAS-TE, OMFH fluorogenic substrate, fluorescence endpoint; inhibition, % at 15 µM; 360,000 tested, 0.67% active; AID 602261, 2012;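 active = compounds whose normalised, plate-corrected inhibition of enzyme fluorescence in the single-dose primary screen is 50% or more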;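 note: 0% = DMSO with enzyme and 100% = substrate without enzyme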
The depositor's hits bear a star; i = inactive. Hits appear at their usual frequency, and some 4% of all compounds hit somewhere here.

SMILES	MLLE-PAM2 inh	NRP1-CendR mod	SKN-1 block	MT1-MMP act inh	Neddylation inh	Rin1-Abl PPI inh	MsrA act	E coli Lon inh	FAS-TE inh
COc1ccc(CN(C)CC(=O)Nc2ccccc2C(=O)NC2CC2)cc1	-3	-12	10	6	i	-1	-1	-2	-5
O=C(Nc1nc2cc(Cl)ccc2s1)C1CCCN(S(=O)(=O)c2cccc3cccnc23)C1 (centres undefined)	-13	-1	18	-18	i	0	-1	4	69*
CSc1ccc(S(=O)(=O)N2CCC(C(=O)NCc3ccco3)CC2)cc1	-6	5	-4	-4	i	-1	-2	1	-6
Cc1cc(O)cc(=O)n1Cc1ccco1	0	-10	20	-1	i	1	0	5	-6
CC1(C)CC(NC(=O)c2cc(S(=O)(=O)N3CCOCC3)ccc2Cl)CC(C)(C)N1	2	1	-11	0	i	1	-3	-10	-4
CCC(=O)N(Cc1cc2ccccc2[nH]c1=O)C(C)C	-5	6	-7	-2	i	-3	2	0	1
CN(Cc1ccco1)C(=O)c1c[nH]c2ccc(S(=O)(=O)Nc3ccc4c(c3)OCCO4)cc2c1=O	-3	-17	-12	-3	i	1	0	-1	-1
CCOc1ccc(S(=O)(=O)N2CCCC(C(=O)Nc3cc(C)cc(C)c3)C2)cc1 (centres undefined)	-1	2	7	-52	i	-1	-8	-2	16
COc1cccc(-c2cnc3c(c2)C(=O)N([C@H](C)CO)C[C@@H](C)[C@H](CN(C)C(=O)Nc2ccccc2F)O3)c1	16	-7	-4	1	i	-2	4	-2	-7
O=C(c1cccs1)N1CCN(C(=O)c2cccs2)C1=S	-44	-5	-19	2	i	1	-1	3	2
O=C(NNC(=O)C1CCN(Cc2ccc(F)cc2Cl)CC1)Nc1ccc([N+](=O)[O-])cc1	-6	16	8	2	i	1	-4	-3	14
COc1ccc(Cl)cc1NC(=O)C(=O)NC1CCCCCC1	-3	-2	25	0	i	-1	-4	2	17
Cc1cc(OC(=O)c2ccccc2C(F)(F)F)c([N+](=O)[O-])c(=O)[nH]1	6	-4	-17	4	i	0	-1	3	-9
Cc1ccc(C)c(-n2ccnc2SCC(N)=O)c1	-11	6	0	-1	i	0	-3	-2	-5
CC(=O)c1c(C)[nH]c(C(=O)OCC(=O)NC(C)c2ccccc2)c1C (centres undefined)	1	-2	13	-1	i	1	-4	3	-3
Cc1cc(NC(=O)CSCc2nc(-c3cccc(F)c3)oc2C)no1	11	7	11	5	i	-1	-5	-2	-8
Cc1ccc2c(c1)C1CN(C)CCC1N2C(=O)COc1ccc(N(C)C(=O)c2ccccc2)cc1 (centres undefined)	1	7	2	-4	i	-1	-5	-2	-8
O=C(c1ccc([N+](=O)[O-])c(CS(=O)(=O)c2ccc(Cl)cc2)c1)N1CCCC1	3	5	6	0	i	0	-3	-7	25
CC(=O)c1ccc(NC(=O)c2ccc(C)c(Br)c2)cc1	8	1	12	4	i	3	-3	-5	6
COc1ccc(NC(=O)c2cccnn2)cc1	-12	-1	20	1	i	1	-1	-4	-4
CCn1nc(C)c(/C=N/NC(=O)Cn2nccc2C)c1C	7	-3	0	8	i	-4	2	-4	-6
CN(c1nnc(N)s1)C1CCCCC1	-28	-12	1	0	i	-3	-2	-6	-2
NS(=O)(=O)c1ccc(CCNC(=O)CCCn2c(SCC(=O)N3CCCC3)nc3ccsc3c2=O)cc1	-10	5	-2	-1	i	5	-2	-1	-2
CCOC(=O)N1CCN(S(=O)(=O)N2CCCC(C(=O)NCc3ccc(F)cc3)C2)CC1 (centres undefined)	-3	11	8	1	i	1	-4	9	-3
c1ccc(CSc2ccc(-c3cccnc3)nn2)cc1	-17	-17	-10	4	i	-1	-3	6	3
CN(C)/N=C/C=C1\CCC/C(=C/c2cccs2)C1=O	-78	-42	18	0	i	-3	-3	-46	3
COc1cc(/C=N/n2c(-c3cc(C)[nH]n3)n[nH]c2=S)ccc1O	11	-4	-2	-5	i	-3	-2	4	-3
CC1CCCCC1NC(=O)C1CCCN1S(=O)(=O)c1cccc2nsnc12 (centres undefined)	6	3	4	1	i	-2	-1	-4	-5
CCc1ccc(NC(=O)C(=O)NNC(=O)c2ccc(OC)cc2)cc1	10	10	-9	5	i	1	-1	8	-4
CCCCNC(=O)c1sc(=S)n2c1[nH]c(=O)c1ccc(C(=O)NCCc3ccc(OC)c(OC)c3)cc12	17	-81	-16	-2	i	-1	-8	-5	15
CC(=O)c1ccc(-n2nnnc2SCC(=O)NNC(=O)c2ccco2)cc1	-13	-3	2	1	i	2	1	3	-6
Cn1c(=O)c2c(nc(CN3CCCCC3)n2CCc2ccccc2)n(C)c1=O	2	-2	-18	0	i	-4	-11	2	-7
O=[N+]([O-])c1ccc2nc(SCc3cn4cccnc4n3)[nH]c2c1	-84	-6	-7	2	i	-3	-4	-3	17
COC(=O)c1[nH]c(C)c(/C(O)=C2\C(=O)C(=O)N(CCN3CCOCC3)C2c2ccco2)c1C (centres undefined)	4	-4	1	1	i	-2	1	-10	-8
c1ccc2c(c1)nc(NCc1ccc3c(c1)OCO3)n2CCN1CCOCC1	5	5	7	-1	i	-1	-4	-3	-3
CN(C(=O)COC(=O)C1COc2ccccc2O1)C1(C#N)CCCCC1 (centres undefined)	-6	10	-3	-4	i	0	-9	-8	-1

Exported with two lines to a compound: part of the list above.
The line under a structure holds: MLLE-PAM2 inh	NRP1-CendR mod	SKN-1 block	MT1-MMP act inh	Neddylation inh	Rin1-Abl PPI inh	MsrA act	E coli Lon inh	FAS-TE inh
> CC1(C)CC(NC(=O)c2cc(S(=O)(=O)N3CCOCC3)ccc2Cl)CC(C)(C)N1
    2	1	-11	0	i	1	-3	-10	-4
> c1ccc(CSc2ccc(-c3cccnc3)nn2)cc1
    -17	-17	-10	4	i	-1	-3	6	3
> CN(Cc1ccco1)C(=O)c1c[nH]c2ccc(S(=O)(=O)Nc3ccc4c(c3)OCCO4)cc2c1=O
    -3	-17	-12	-3	i	1	0	-1	-1
> Cn1c(=O)c2c(nc(CN3CCCCC3)n2CCc2ccccc2)n(C)c1=O
    2	-2	-18	0	i	-4	-11	2	-7

(list continues)
SMILES	MLLE-PAM2 inh	NRP1-CendR mod	SKN-1 block	MT1-MMP act inh	Neddylation inh	Rin1-Abl PPI inh	MsrA act	E coli Lon inh	FAS-TE inh
CC(OC(=O)CCN1C(=O)C2CC=CCC2C1=O)C(=O)Nc1ccc(F)cc1 (centres undefined)	-14	2	-4	-4	i	3	-11	-2	-2
COc1ccccc1C(=O)Nc1ccnn1C1CCN(C(=O)c2cnsn2)CC1	0	3	13	-2	i	0	-2	-7	-2
O=C(COC(=O)c1ccc(F)cc1Cl)NC1CCCCCCC1	7	4	5	-3	i	-5	0	12	14
CCNC(=S)NCc1ccc(OC)c(OC)c1	-67	2	-8	-1	i	-4	-4	-2	-5
Cc1ccccc1OCc1nnc(SCC(=O)NC2CCCCC2)o1	-2	8	2	-7	i	1	-3	3	0
CCOC(=O)c1cnn(-c2ccccc2)c1-n1cccc1C(=O)C(=O)Nc1ccccc1C(F)(F)F	2	9	-13	-11	i	-4	-5	0	26
C=C(C)CN=C1SC(C(=O)Nc2sc3c(c2C(=O)OC)CCC3)C(N)=C1C(N)=O (centres undefined)	-42	-10	1	-7	i	0	-3	-1	11
COc1ccc(CN2CCN(CCCc3ccccc3)C(CCO)C2)c(O)c1 (centres undefined)	-10	-3	1	3	i	0	-2	-8	-5
COC(=O)CCC(=O)NNC(=O)CCCOc1ccc(Cl)cc1Cl	-7	3	-10	-4	i	-3	-4	3	-6
CSc1nc(Cc2ccccc2)cc(=O)[nH]1	-11	-4	10	4	i	-2	-2	8	-3
COc1cccc(-n2c(-c3ccc4[nH]c(C)c(C)c4c3)n[nH]c2=S)c1	-6	1	-9	3	i	1	-1	0	0
COc1ccc(/C=C/C(=O)NC(=S)Nc2ccccn2)cc1	7	1	-14	3	i	1	-1	-4	-1
CC1CCN(CC(=O)NC2CCCCC2)CC1	-4	1	-10	1	i	0	-8	1	-2
COc1cccc2sc(N(CCCN(C)C)C(=O)c3ccc(S(=O)(=O)N4CCCc5ccccc54)cc3)nc12	9	9	-6	-3	i	-2	1	-8	13
COC(=O)[C@H](C)N(Cc1ccc(Cl)c(Cl)c1)S(=O)(=O)CCN1CCN(c2ccccc2)CC1	6	1	6	5	i	1	-7	-4	27
CC1SC(c2ccc(Cl)cc2)NC1=O (centres undefined)	29	18	4	6	i	1	-4	-3	-43
O=C1NC(=O)c2cc(NC(=O)C3COc4ccccc4O3)ccc21 (centres undefined)	-2	-1	15	1	i	0	0	1	-6
COc1ccc(OC)c(C2=C[N+](=O)C(C)(C)C(C)(C)N2[O-])c1	-5	7	5	7	i	-1	-9	-2	-8
CCOC(=O)N1CCN(S(=O)(=O)N2CCCC(C(=O)NCCc3ccccc3)C2)CC1 (centres undefined)	10	13	0	-2	i	1	-4	-4	-1
CCCCn1c(=O)[nH]c2c(oc3ccccc32)c1=O	7	-1	3	-2	i	-1	1	-1	-1
C[C@H](CO)N1C[C@H](C)[C@@H](CN(C)S(=O)(=O)c2ccc3ccccc3c2)OCc2cn(nn2)CCCC1=O	0	3	-3	4	i	0	-4	-2	-5
Cc1ccc(C2(C)NC(=O)N(CC(=O)Nc3ccc4c(c3)CCC4)C2=O)cc1 (centres undefined)	-16	1	-4	5	i	4	-5	4	3
CCOC(=O)N1CCC(NC(=O)c2oc3c(C)c(C)ccc3c2C)CC1	-12	7	-3	-1	i	-5	-2	-1	7
O=S(=O)(c1cccc(C(F)(F)F)c1)N1CCCC1c1cccnc1 (centres undefined)	-22	5	-3	1	i	-5	-3	-10	-2
CC(OC(=O)c1cccc(-n2cnnn2)c1)C(=O)Nc1ccc(F)c(F)c1F (centres undefined)	5	13	0	7	i	-3	-1	11	11
CN(C)CCN(C(=O)c1ccc(S(=O)(=O)N2CCc3ccccc32)cc1)c1nc2ccc(F)cc2s1	-6	-5	-3	4	i	-1	-7	1	15
S=c1[nH]nc(CNc2cccc(Cl)c2)o1	-100	-17	-7	4	i	0	1	-4	-3
CCN(CC)S(=O)(=O)c1cccc(NC(=O)CCSc2ccc(Cl)cc2)c1	-4	6	4	-4	i	-3	-1	4	20
CCN(CC)CC(=O)c1c[nH]c2ccc(OC)cc12	-12	-13	-18	-14	i	-1	-12	-16	-18
O=C(Nc1cc(Cl)ccc1N1CCOCC1)c1ccc(F)c(S(=O)(=O)N2CCOCC2)c1	8	5	6	-2	i	0	-4	3	21
CCOC(=O)c1c(NC(=O)C(C)S(=O)(=O)c2cn(CC)c3ccccc23)sc2c1CCCC2 (centres undefined)	3	12	7	-4	i	-3	-2	-4	34
O=C(CSc1ccc(Cl)cc1)Nc1cccc(-c2nc3ncccc3o2)c1	-14	8	-11	1	i	-1	1	6	25
Nc1ccc(C(=O)OCCCc2nc3ccccc3[nH]2)cc1	-20	-6	11	5	i	0	0	1	-3
